ALOX12 inh – inhibitors of human 12S-lipoxygenase ALOX12 | P18054 | purified 12hLO, xylenol orange hydroperoxide absorbance | Potency, µM (doses to about 108 µM), for the others: at the top dose activity change, negative = inhibition, usual class: inhibitors | 580,000 tested, 1.1% active; active = well fitted inhibition curve with a large enough effect; inconclusive = small, poorly fitted or top-dose-only effect, or another doubt; inactive = no such curve, though single readings can be large or run the other way; also: potency is read from the fitted curve at half-maximal effect
Target sequence (P18054 whole entry, looked up): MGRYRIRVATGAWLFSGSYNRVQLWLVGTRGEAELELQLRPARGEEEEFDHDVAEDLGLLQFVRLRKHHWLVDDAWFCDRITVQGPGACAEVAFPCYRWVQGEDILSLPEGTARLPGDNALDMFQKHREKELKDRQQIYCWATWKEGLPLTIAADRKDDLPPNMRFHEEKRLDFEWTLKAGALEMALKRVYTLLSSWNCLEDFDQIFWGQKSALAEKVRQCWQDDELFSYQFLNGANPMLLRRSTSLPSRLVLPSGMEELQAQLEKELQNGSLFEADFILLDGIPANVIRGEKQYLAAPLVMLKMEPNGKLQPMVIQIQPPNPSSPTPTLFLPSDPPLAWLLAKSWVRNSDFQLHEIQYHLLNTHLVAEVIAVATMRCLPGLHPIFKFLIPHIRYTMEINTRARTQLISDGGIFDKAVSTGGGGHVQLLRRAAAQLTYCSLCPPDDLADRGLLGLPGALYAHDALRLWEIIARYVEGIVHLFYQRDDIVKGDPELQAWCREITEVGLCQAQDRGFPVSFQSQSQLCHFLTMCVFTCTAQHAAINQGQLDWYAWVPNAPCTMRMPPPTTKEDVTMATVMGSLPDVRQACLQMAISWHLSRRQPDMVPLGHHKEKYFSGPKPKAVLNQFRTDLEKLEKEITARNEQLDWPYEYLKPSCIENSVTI
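Purified human 12hLO (150 nM final) in 25 mM Hepes, 0.01% Triton X-100, pH 7.0 was preincubated 15 min at room temperature with compound. Then 40 uM arachidonic acid was added, 30 min. Hydroperoxide was read by Fe-XO absorbance ratio 573/405 nm.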
LDHA block – LDHA (human) enzyme inhibition; P00338; purified LDHA, NADH/diaphorase-resazurin fluorescence; hits give low values; activity change, % (values are at about 110 or 230 µM); 480,000 tested, 0.15% active; in the data active = activity change below about -30%; inconclusive = mostly about -25% to -30%;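 also: plate controls were DMSO wells for no effect and wells without enzyme for full effect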
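LDH5 2 nM; NADH 0.06 mM, pyruvate 0.2 mM; 200 mM Tris pH 7.4, EDTA, Tween-20; 5 min RT. Detection: diaphorase 0.133 mg/mL + resazurin 37 µM, fluorescence ex540/em590 at 0 and 20 min; normalized to enzyme-free and DMSO wells.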
* = called active by the depositor; u = inconclusive; [ ] = dose if it differs, or a comment. Unless noted, % is scaled to controls: 0 for no effect and ±100 for the full control effect. A portion of the library; the hit share may differ from the screen's.

Second line of a record – LDHA block, ALOX12 inh
- O=C(/C=C/c1ccco1)OCC(=O)C12CC3CC(CC(C3)C1)C2
 : 1, 40µM*
- CCC(OC(=O)c1cc(C)nc2ccccc12)C(=O)Nc1cc(C)on1 (configuration not stated)
 : 7, -21%
- CCN1CCN(c2nc3c(c(=O)[nH]c(=O)n3C)n2CCSc2nc3ccccc3o2)CC1
 : 5, 28%
- COc1ccc(Cc2c(C(C)(C)C)nc3ccc(Br)cn23)c(C)c1
 : -6, -8%
- CCOC(=O)c1ccoc1CN1CCCC(O)C1 (configuration not stated)
 : -6, 3%
- Cc1cccc(C(=O)NCC(c2cccs2)N2CCCC2)n1 (configuration not stated)
 : -16, 37%[activator]
- N#Cc1c(N)n[nH]c1CCCNC(=O)c1cn(-c2ccccc2)nc1-c1cccnc1
 : 0, 36%[activator]
- CC#CC[N+](C)(CC#CC)CC(=O)C(C)(C)C
 : 7, -19%
- Cc1ccc(-c2nn3c(N4CCCCC4)cc(C)nc3c2C)cc1
 : 11, -3%
- Nc1ncnc2c1ncn2[C@@H]1O[C@H](C(=O)NS(=O)(=O)c2ccccc2[N+](=O)[O-])[C@@H](O)[C@H]1O
 : -3, 0%
- Cc1ccc(C)c(NC(=O)C2CCCCC2)c1
 : -1, 3%
- O=C(C(=Cc1ccccc1)c1ccccc1)c1ccccc1
 : 3, 0%
- Cn1cnc2c1c(=O)n(CC(=O)N1CC(C(=O)N3CCCCC3)Oc3ccccc31)c(=O)n2C (configuration not stated)
 : 3, 25%
- CC1(C)NC(=O)N(Cc2coc(-c3ccc(Cl)cc3)n2)C1=O
 : 2, -1%
- CN1CCc2c(sc3ncn4nc(CSc5nc6ccccc6o5)nc4c23)C1
 : 4, u
- CC(Sc1cc(F)ccc1F)C(=O)Nc1ccnn1C(C)C (configuration not stated)
 : -7, -13%
- COc1cc2c(cc1NC(=O)CCCOc1ccccc1)oc1ccccc12
 : 2, -2%
- CC(=O)Nc1ccc2oc(-c3ccc(C(C)(C)C)cc3)cc(=O)c2c1
 : -7, 44%[activator]
- COc1ccc(Cl)cc1C(=O)NCCN1CCCCC1
 : u, -26%
- CC(=O)Nc1ccc(S(=O)(=O)N2CCC(NC(=O)C3CC3)CC2)cc1
 : -7, 13%
- O=C(CCc1ncc(-c2ccccc2F)o1)Nc1ccc(F)cc1Cl
 : -14, 1%
- CCC1(C)CC(C#N)(C#N)C(=O)NC1=O (configuration not stated)
 : -3, -4%
- Brc1cccc(/C=N/Nc2ccc3ccccc3c2)c1
 : 20, 5.6µM*
- Cc1ccc(Cc2c(-c3ccco3)nc3c4ccccc4ccn23)cc1
 : -3, 5µM*
- O=C(Cn1ccc2c(Br)cccc21)NC1CC1
 : -3, -10%
- Fc1ccccc1-n1c(SCc2cccc(C(F)(F)F)c2)nnc1-c1cccnc1
 : -2, 21%
- CCCC(=O)N1CCC1(C)C(=O)NS(=O)(=O)c1cccc(Cl)c1 (configuration not stated)
 : -6, u
- CCOC(=O)c1cc(OC(C)C(=O)NC)cc(C(=O)OCC)c1 (configuration not stated)
 : 2, 2%
- COC(=O)c1cccc(N2C(=O)C[C@](Sc3ccc(C)cc3)(C(=O)OC)[C@H]2c2ccccc2)c1
 : -3, u
- CC(Sc1nc2ccccc2[nH]1)C(=O)NC1(C#N)CCCCC1 (configuration not stated)
 : 0, -6%

4 consecutive entries from above, for reference:
Second line of a record – LDHA block, ALOX12 inh
- CCN1CCN(c2nc3c(c(=O)[nH]c(=O)n3C)n2CCSc2nc3ccccc3o2)CC1
 : 5, 28%
- COc1ccc(Cc2c(C(C)(C)C)nc3ccc(Br)cn23)c(C)c1
 : -6, -8%
- CCOC(=O)c1ccoc1CN1CCCC(O)C1 (configuration not stated)
 : -6, 3%
- Cc1cccc(C(=O)NCC(c2cccs2)N2CCCC2)n1 (configuration not stated)
 : -16, 37%[activator]

Next section.
Second line of a record – LDHA block, ALOX12 inh
- CCOc1ccc(S(=O)(=O)Nc2ccccc2-c2nnc3n2CCCCC3)cc1OCC
 : 40, u
- Cc1cc2ccccc2n1CC(=O)NC1CCN(C(=O)C(C)C)CC1
 : 11, u
- Cc1ccc2c(CN(C)Cc3ccc(OC(F)F)cc3)cc(=O)oc2c1
 : 2, -76%
- O=S(=O)(c1ccc(Cl)c(Cl)c1)N1CCN(c2ccc(Nc3ccccc3)nn2)CC1
 : -3, 1%
- O=C1/C(=C/c2ccc(-c3ccccc3)cc2)C(c2ccccc2)Oc2ccccc21 (configuration not stated)
 : -2, 18%
- Cc1nc2c(OCc3ccc(OC(F)F)cc3)cccn2c1N(C)C(=O)CCC1CCCC1
 : 1, u
- CCNC(=O)c1cc2c(c(-c3cccc(-c4ccccc4F)c3)n1)[C@@H](CCO)N(C(=O)CC1CC1)C2
 : -1, -6%
- OC(c1ccc2ccccc2c1)c1ncc(-c2cccc3ccccc23)[nH]1 (configuration not stated)
 : -6, -5%
- CC(C)(c1ccc(OC(=O)c2ccccc2F)cc1)c1ccc(OC(=O)c2ccccc2F)cc1
 : -2, u
- CC(=O)Nc1cccc(-c2csc(C(O)c3ccc(F)cc3)n2)c1 (configuration not stated)
 : -6, 2%
- O=C(NC1CCCc2ccccc21)C(c1ccccc1)c1ccccc1 (configuration not stated)
 : 2, u
- O=C(COC(=O)CNC(=O)c1cccc(Cl)c1)Nc1ncc(C(F)(F)F)cc1Cl
 : -2, -25%
- CCNC(=O)C(C)Sc1ncc(-c2ccc(F)cc2)o1 (configuration not stated)
 : -9, 63%[activator]
- CCn1c(=O)[nH]c(=O)c2cc(C(=O)Nc3ccc(C)c4ncccc34)cnc21
 : 3, -4%
- O=Cc1cccc2[nH]ccc12
 : -4, u
- CCCn1c(=O)n(CC(=O)Nc2ccc(N3CCOCC3)cc2)c(=O)c2c1nc(C)n2CCOC
 : 9, -4%
- CCCc1noc(C(C)Nc2ccc(N3CCCC3=O)c(Cl)c2)n1 (configuration not stated)
 : 13, 13%
- O=C(CN1CCN(c2nc(-c3cccs3)nc3scc(-c4ccccc4)c23)CC1)N1CCCC1
 : -4, 2%
- CCn1cnnc1SCC(=O)Nc1sc2c(c1C#N)CCC(C)C2 (configuration not stated)
 : 3, 70%[activator]
- Cc1nnsc1C(=O)N1CCCC(C)(C(=O)NS(=O)(=O)C2CC2)C1 (configuration not stated)
 : -4, u
- O=C(CSc1nncn1CCc1cccs1)Nc1ccccc1
 : 3, -15%
- CC(C)CCNC(=O)c1n[nH]c(=O)c2ccccc12
 : 1, 2%
- CCCn1c(C)ccc(-c2noc(CCC(=O)Nc3ccc(OCC)cc3)n2)c1=O
 : -9, -19%
- Cc1ccccc1NC(=O)c1sc2c(c1C)C(c1ccsc1)CC(=O)N2 (configuration not stated)
 : 7, -28%
- OCC1OC(n2cnc3ncccc32)C(O)C1O (configuration not stated)
 : 0, -2%
- Cc1cc(C)cc(C(=O)NCCC(=O)N2CCCC2)c1
 : -11, 3%
- COc1ccc(C(C)=O)cc1Cn1c(C)c(C(=O)NC2CC2)sc1=O
 : -7, 5%
- Cc1cc(C)cc(-n2ccn3c(CCC(=O)NCc4cccnc4)nnc3c2=O)c1
 : 1, -2%
- CCCc1nc2ccc(C)cn2c1Cc1ccc(C)cc1
 : -3, u
- Cc1ccccc1NC(=O)Cn1c(=O)c2c(ncn2CCC(C)C)n(Cc2ccccc2)c1=O
 : 6, -25%
- O=C(Cc1coc2cc3c(cc12)CCC3)NC1CCCCC1
 : -5, u
- COc1ccc(S(=O)(=O)c2nc(-c3ccc(F)cc3)oc2N2CCOCC2)cc1
 : 4, -6%
- CCc1ccccc1NC(=O)CNC(=O)c1cc(=O)c2cc(C)ccc2o1
 : -24, u
- COc1ccc(NC(=O)c2nn(C(C)C)c(=O)c3ccccc23)cc1
 : 0, u
- COc1ccc(-c2ocnc2C(=O)Nc2ccc(F)cc2F)cc1
 : 0, 30%[activator]
- CCCCc1ccc(S(=O)(=O)NC(=O)C2(C)CCN2C(=O)c2cccc(F)c2)cc1 (configuration not stated)
 : -4, u
- CCCc1c(-c2cccc(Br)c2)ncn1Cc1ccccc1OC
 : 0, -11%
- Cc1nc2cc(NC(C)C(=O)Nc3c(C)cccc3C)ccc2o1 (configuration not stated)
 : -6, 1%
- CCCCCC/C=N/NC(=O)c1ccc(C(C)(C)C)cc1
 : 4, 29%
- Cn1nc(-c2ccc(OCC(=O)N3CCCCC3)cc2)c2ccccc2c1=O
 : 3, -4%
- O=C(CN1CCCCC1)Nc1oc2ccccc2c(=O)c1-c1ccc(F)cc1
 : -1, 26%
- COc1cccc(NC(=O)Cn2c(NCc3ccccc3)nc3ccccc32)c1
 : 3, 7%
- C/C(=N\NC(=O)c1cc(C2CC2)nc2ccccc12)c1ccc(C(C)C)cc1
 : 4, 24%
- Cc1ccccc1S(=O)(=O)NC(=O)C1(C)CCN1C(=O)C1(c2ccccc2)CC1 (configuration not stated)
 : -9, -8%
- CN1CCC(NC(=O)c2cc(-c3ccccc3Cl)nc3ccccc23)CC1
 : 0, -7%
- CN(C(=O)Cn1nc(-c2ccccc2)ccc1=O)C1CCS(=O)(=O)C1 (configuration not stated)
 : -1, u
- Cc1cc(C)c(C)c(C(=O)CSc2nnnn2C)c1C
 : -3, 65%[activator]
- CCN(C(=O)Cc1noc2ccccc12)c1cc(Cl)ccc1OC
 : 2, -1%
- Cc1nc(-c2cc3ccc(OCC(=O)NCC(C)C)cc3oc2=O)cs1
 : -4, 25%
- CCCC/C(C)=N/NC(=S)Nc1ccccc1
 : -1, 6.3µM*
- N#Cc1cccc(NC(=O)c2cc(C3CCCCN3S(=O)(=O)c3cccc4cccnc34)on2)c1 (configuration not stated)
 : -8, -29%
- Cc1nc2ccc(Cl)cc2cc1C(=O)Nc1ccc(C(=O)N(C)C)cc1
 : 9, -3%
- COC(=O)c1ccccc1NC(=O)Cn1c(-c2ccccc2)nc(C)cc1=O
 : 6, u
- CNC(=S)NNC(=O)CCc1ccccc1
 : -3, 4%
- CCOc1ccc(-n2nnnc2CNS(=O)(=O)c2ccccc2Cl)cc1
 : 9, -42%
- Cc1ccc2nc(C)c(C(=O)N3CCC(C)CC3)cc2c1
 : 7, 4%
- COC(=O)C1C(=O)N(S(=O)(=O)c2ccc([N+](=O)[O-])cc2)c2ccccc21 (configuration not stated)
 : -5, u
- O=C(c1ccc(F)cc1)N1CCN(Cc2ccc(F)cc2)CC1
 : -5, u
- COc1ccccc1CN(C)C(=O)c1n[nH]c(=O)c2ccccc12
 : -1, 7%
- CCC(C)NC(=O)Nc1ccc2c(c1)CCN2S(C)(=O)=O (configuration not stated)
 : 7, -3%

Going on with the list.
Second line of a record – LDHA block, ALOX12 inh
- CC(C)(C)NC(=O)C(c1cc2ccccc2o1)n1c(=O)c(-c2ccccc2)nc2ccccc21 (configuration not stated)
 : -4, -5%
- CCc1ccccc1NC(=O)c1ccc2ccccc2n1
 : 0, u
- O=C(Nc1nc(C23CC4CC(CC(C4)C2)C3)cs1)c1cccnc1
 : 0, 16%
- CCCCCC1COC(c2ccc(O)cc2)OC1 (configuration not stated)
 : -5, -49%
- O=C(c1cc2ccccc2oc1=O)N(Cc1ccco1)Cc1ccccc1Cl
 : 1, 9%
- O=C(Nc1ccc2oc(-c3ccc(-c4ccccc4)cc3)nc2c1)c1ccco1
 : -14, u
- CCCCCCCCN1C(=O)[C@H](CC(=O)NCC23CC4CC(CC(C4)C2)C3)C[C@@]2(C(=O)OC)CC(C)(C)CC=C12
 : 0, -1%
- O=C(OC(C(=O)Nc1ccc(Cl)cc1C(F)(F)F)c1ccccc1)c1ccccc1O (configuration not stated)
 : 13, -65%
- COc1cccc(C(=O)Oc2ccc3c(=O)c(-c4ccc(OC)c(OC)c4)c(C)oc3c2)c1
 : 2, -10%
- Cn1nc(C(=O)N2CCSCC2)c2ccccc2c1=O
 : 7, 38%
- CCOc1ccc(NC(=O)c2ccc3ccccc3n2)cc1OC
 : -4, -9%
- O=C(NCCCNC(=O)c1ccccc1Br)c1nc2ccccc2c(=O)[nH]1
 : 1, 42%
- c1ccc(-c2nnn(Cc3coc(-c4ccccc4)n3)n2)cc1
 : 2, -11%
- CN(C)c1ccc(-c2ccnc3c2CC(C)(C(=O)Nc2cccc(N(C)C)c2)O3)cc1 (configuration not stated)
 : -4, 12%
- O=C(COc1ncnc2c(Cl)cc(Cl)cc12)Nc1cccc(Cl)c1
 : 13, -13%
- CCOC(=O)c1sc2cccc(F)c2c1COC(=O)c1ccoc1
 : 10, -14%
- Clc1ccc(N/N=C/c2cccc(/C=N/Nc3ccc(Cl)c(Cl)c3)c2)cc1Cl
 : 8, 0.71µM*
- COCCN1Cc2cccc(C(=O)Nc3ccccc3C(=O)OC)c2C1=O
 : 3, 2%
- CC(C)C[C@H]1COc2cc(N3CC[C@H](O)C3)ccc2S(=O)(=O)N1
 : 2, 10%
- N#Cc1ccccc1S(=O)(=O)N1CCN(C(=O)CCc2ncc(-c3c(F)cccc3F)o2)CC1
 : -14, u
- COc1ccc(-c2nc3cc(NC(=O)c4cc(OC)cc(OC)c4)ccc3o2)cc1
 : -1, -17%

Part of the list above in order of length of the SMILES, high to low.
Second line of a record – LDHA block, ALOX12 inh
- O=C(OC(C(=O)Nc1ccc(Cl)cc1C(F)(F)F)c1ccccc1)c1ccccc1O (configuration not stated)
 : 13, -65%
- O=C(Nc1nc(C23CC4CC(CC(C4)C2)C3)cs1)c1cccnc1
 : 0, 16%
- Cn1nc(C(=O)N2CCSCC2)c2ccccc2c1=O
 : 7, 38%

High-throughput results (PubChem)
